Cathepsin G inh = cathepsin G (human) inhibition. P08311. purified enzyme, AMC-tetrapeptide fluorescence, pooled mixtures. inhibition, % at 5 µM (by protocol). hit rate 0.2% among 62,000. AID 581;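 active = inhibition above 20% in each of the two mixture wells holding the compound; inactive = inhibition of 20% or less in either well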;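 also: 0% = enzyme control without mixture and 100% = blank lacking enzyme; strong numbers were not always called active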
Target sequence (P08311 21-244 limits assumed): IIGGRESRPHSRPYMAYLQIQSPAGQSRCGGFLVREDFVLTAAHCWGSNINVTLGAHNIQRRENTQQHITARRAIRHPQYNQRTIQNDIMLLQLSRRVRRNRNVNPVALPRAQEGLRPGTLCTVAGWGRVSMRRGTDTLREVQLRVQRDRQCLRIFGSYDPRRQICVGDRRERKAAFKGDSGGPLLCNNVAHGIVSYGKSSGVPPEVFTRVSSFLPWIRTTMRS
CatB mix inh = human cathepsin B inhibition by mixtures; Purified cathepsin B, AMC dipeptide fluorescence, compound mixtures; hit rate 0.06% among 62,000; inhibition, %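 (ten-compound pools at 5 µM per compound and 50 µM total)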; P07858; AID 488; in the data active = inhibition above about 22%, passing the limit was not always enough;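 also: 0% = enzyme without compound and 100% = no enzyme blank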
AP ELISA ortho = alternative pathway complement inhibition, orthogonal assay; Human serum alternative complement pathway, LPS-coated ELISA, C3 deposition; tested in compound mixtures; hit rate 0.08% among 62,000; inhibition, % at 5 µM;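 active = inhibition above 30% in each of the two pooled mixtures holding the compound, so the lower value exceeds 30%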;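 also: 0% = serum in Mg-EGTA without compound and 100% = EDTA serum blank; some compounds past the cut are filed as inactive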
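Test system: human serum complement alternative pathway, C3 deposition onto LPS / Medium: Mg2+-EGTA GVB++ buffer containing human serum at 1:15 dilution / Probe or stimulus: Plate-bound LPS / Times: 1 h at 37 °C / Signal: ELISA with HRP anti-human C3 antibody, TMB substrate, absorbance 450 nm / Measure: percent inhibition / Repeats: two pool placements per compound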
FXIa mix inh = inhibitors of human coagulation factor XIa, pooled mixtures. purified FXIa, fluorogenic substrate. P03951. inhibition, % at 5 µM. hit rate 0.19% among 62,000. AID 680;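 also: each value is inhibition by a whole ten-compound pool holding the compound; 0% = enzyme with no mixture and 100% = wells lacking enzyme; strong numbers were not always called active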
CatL inh = blocks human cathepsin L protease activity; inhibition, %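 (tested at 10 µM)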; hit rate 0.17% among 58,000; P07711; AID 460; purified cathepsin L, fluorogenic substrate, fluorescence; in the data active = inhibition above about 45%;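 also: 0% = enzyme with no compound and 100% = no enzyme blank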
Target sequence (P07711 114-288 limits assumed): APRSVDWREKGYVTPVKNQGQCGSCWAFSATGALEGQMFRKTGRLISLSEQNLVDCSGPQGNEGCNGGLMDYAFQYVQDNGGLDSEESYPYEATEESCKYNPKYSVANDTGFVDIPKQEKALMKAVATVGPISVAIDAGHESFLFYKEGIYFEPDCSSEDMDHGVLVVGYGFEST
Target sequence (P07711 292-333 limits assumed): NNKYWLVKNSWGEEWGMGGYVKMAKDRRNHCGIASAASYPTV
C1s block = human complement C1s inhibition | hit rate 0.16% among 62,000 | P09871 | purified C1s, fluorogenic AMC substrate, pooled mixtures | mean inhibition % of two 10-compound mixtures (active compounds read high), % at 5 µM (by protocol) | AID 538;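 active = inhibition above 20% in each of the two 10-compound mixture wells holding the compound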;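 also: 0% = enzyme wells lacking compound mixture and 100% = no-enzyme blank wells; some compounds called inactive have numbers as strong as hits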
CatS block = human cathepsin S inhibition; recombinant cathepsin S, AMC dipeptide fluorescence, pooled mixtures; inhibition, %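 (tested at 5 µM per compound within 10-compound mixtures)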; hit rate 0.06% among 62,000; AID 501; in the data active = inhibition above about 32%, passing the limit was not always enough;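 also: 0% = enzyme without compound and 100% = blank without enzyme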
Target sequence (P25774 115-331 limits assumed): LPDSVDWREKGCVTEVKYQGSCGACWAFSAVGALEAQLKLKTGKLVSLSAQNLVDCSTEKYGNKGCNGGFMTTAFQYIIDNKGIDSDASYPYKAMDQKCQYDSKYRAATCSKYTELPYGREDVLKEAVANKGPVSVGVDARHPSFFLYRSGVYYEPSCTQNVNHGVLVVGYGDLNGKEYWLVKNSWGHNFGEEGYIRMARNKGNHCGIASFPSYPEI
CatB block = inhibitors of human cathepsin B | AID 453 | hit rate 0.1% among 63,000 | P07858 | purified cathepsin B, fluorogenic substrate, fluorescence | inhibition, %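 (tested at 10 µM)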; in the data active = inhibition above about 21%;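 also: 0% = enzyme with no compound and 100% = no enzyme blank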
FXIIa inh mix = factor XIIa (human) inhibition, mixture screen | P00748 | purified FXIIa, fluorogenic substrate, pooled mixtures | hit rate 0.2% among 62,000 | AID 684 | inhibition, % at 5 µM;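 also: 0% = enzyme without compound and 100% = no enzyme blank; some results filed as inactive read as strong as hits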
* = called active by the depositor; · = no result given. Rule as the data show it, unless noted: active = inhibition above about 20% (passing the limit was not always enough); inactive = the rest.

SMILES | Cathepsin G inh | CatB mix inh | AP ELISA ortho | FXIa mix inh | CatL inh | C1s block | CatS block | CatB block | FXIIa inh mix
COC(=O)C(NS(=O)(=O)c1ccc(NC(C)=O)cc1)C(C)C (centres undefined) | -3 | 3 | 5 | 4 | -3 | -7 | -1 | 0 | 4
CC(=O)OC(C)(CCC(C)(OC(C)=O)C(C)=O)C(C)=O (centres undefined) | 4 | 0 | 7 | 4 | 1 | 2 | -5 | -2 | 2
CC1(C)CC(=O)c2cnc(N3CCc4ccccc4C3)nc2C1 | 12 | 3 | 4 | 0 | 31 | 2 | 0 | 7 | 7
CC1(C)OC(=O)N(c2ccccn2)C1(C)O (centres undefined) | 0 | 6 | 17 | 12 | 2 | -26 | 2 | -4 | 14
O=C(CSc1nnc(CNC(=O)c2cccs2)o1)Nc1ccc2c(c1)OCO2 | 1 | 4 | 17 | 9 | -5 | 4 | -6 | -7 | 4
O=C(COC(=O)CCOc1ccccc1)NCc1ccco1 | -6 | 2 | 5 | 4 | -2 | -3 | -7 | -2 | 19
Cn1c(C(=O)NCCCN2CCN(c3ccccc3F)CC2)cc2c(=O)n(C)c3ccccc3c21 | 4 | 5 | 5 | -10 | 6 | 12 | 34 | 4 | -19
Cc1cccc(N2C(=O)CC(N3CCOCC3)C2=O)c1 (centres undefined) | -2 | -1 | 19 | 6 | 11 | 1 | 12 | 3 | -38
O=C(NCc1ccccc1)N1CCN(c2ccccc2F)CC1 | 11 | 3 | 2 | 10 | 4 | 8 | 6 | 7 | -14
CCOC(=O)C(C)(C)Sc1nc2c(cnn2-c2ccc(C)cc2)c(=O)[nH]1 | -2 | 3 | 15 | 3 | -1 | -21 | -3 | -8 | 8
O=C(CSc1ncnc2c1oc1ccccc12)N1CCCc2ccccc21 | 1 | 6 | 26 | 5 | -3 | -22 | 1 | -4 | 5
CCc1ccc(CN2C(=O)CCC2(C)C(=O)NC2CCCC2)cc1 (centres undefined) | 7 | 0 | 14 | 8 | 2 | 7 | -4 | 5 | -18
CC(C)CNS(=O)(=O)c1ccccc1C(=O)N1CCCCC1 | 9 | 5 | 14 | 3 | -4 | 2 | -3 | -2 | 0
CC(C)N(Cc1nc(-c2ccc(Cl)cc2)no1)C(=O)CN(C)S(=O)(=O)c1ccc(Cl)cc1 | -2 | 3 | -3 | -4 | 0 | -76 | 15 | 3 | 9
CCn1c(CCNC(=O)c2cccs2)nnc1SCC(=O)NC1CCCCC1 | -3 | -2 | -5 | -5 | 13 | -9 | 18 | 0 | 3
CCOc1ccc(OCC)c(S(=O)(=O)N2CCCCC2C)c1 (centres undefined) | 11 | 3 | 5 | 9 | -6 | 13 | -6 | -1 | 4
CC(=O)C1=C(C)N=c2s/c(=C/c3ccc4c(c3)OCO4)c(=O)n2C1c1ccc(N(C)C)cc1 (centres undefined) | 2 | 1 | 10 | 5 | -2 | 3 | -5 | 3 | -14
Cc1cc(-c2ccccc2)c2nncn2n1 | -3 | 4 | 7 | -3 | 0 | -81 | 8 | 0 | -1
CCS(=O)(=O)N1CCC(C(=O)NCCCN2CCCC2)CC1 | 9 | 4 | 7 | 7 | 18 | 14 | -2 | 2 | 4
CCOC(=O)c1sc2nc(C)cc(C)c2c1NC(=O)c1ccco1 | 6 | 3 | 18 | 0 | 0 | -2 | 2 | 3 | -12
CCCCC(=O)NC1(C(F)(F)F)C(=O)Nc2c1c(=O)n(C)c(=O)n2C (centres undefined) | 12 | 5 | -3 | 4 | -6 | 12 | 19 | 2 | 12
NC(=O)C1(N2CCCCC2)CCN(C(=O)CCCn2c(=O)[nH]c3ccsc3c2=O)CC1 | 9 | -1 | 7 | 5 | · | 10 | 7 | 2 | 4
CCOc1ccc(NC(=O)CN2C(=O)C3CC=CCC3C2=O)cc1 (centres undefined) | -5 | 4 | -7 | -3 | 5 | -3 | 10 | 1 | -22
[O-]/[N+](=C/c1cccnc1)c1ccc(Br)cc1 | -3 | 7 | 6 | 4 | 12 | -6 | 16 | -1 | 9
CCOC(=O)NC1(NC2CCCCC2)Oc2ccccc2O1 | 8 | 3 | 12 | 4 | 19 | 10 | -6 | 0 | 2
COc1ccc(-c2cc(C(F)(F)F)n3nc(C(=O)NCc4ccco4)cc3n2)cc1 | -7 | 2 | 4 | -6 | -47 | -30 | -5 | -2 | -15
O=C(Nc1nc2ccc(S(=O)(=O)N3CCCC3)cc2s1)C1CCCO1 (centres undefined) | 7 | 5 | 12 | 1 | -2 | 6 | -13 | -1 | 7
COc1ccc(OC)c(NC(=O)Cn2cc(C#N)c3ccccc32)c1 | -5 | 3 | -5 | 1 | 7 | -20 | -4 | -1 | -2
COc1ccc(NC(=O)C2CCCCN2S(=O)(=O)c2ccc(F)cc2)cc1 (centres undefined) | 7 | 4 | 16 | 6 | 6 | 14 | -3 | -2 | 12
O=C(CN1C(=O)COc2ccccc21)N(Cc1ccccc1)Cc1ccccn1 | 12 | 7 | 15 | 2 | 13 | 6 | 11 | 4 | 2
COc1cccc(N2C(=O)C(CC(=O)Nc3ccccc3)N(C3CCCCC3)C2=O)c1 (centres undefined) | 10 | 1 | 8 | -4 | 12 | -5 | 1 | 4 | -19
COc1ccc(C2CC(c3ccc(OC)cc3)n3nc(NC(=O)c4ccco4)nc3N2)cc1 (centres undefined) | -15 | 3 | -23 | -7 | 0 | -30 | 20 | 5 | 5
COc1ccc(C(C)=O)cc1CSc1nc2ccccc2o1 | 8 | 3 | 11 | 6 | 4 | 6 | 6 | 6 | 4
Cn1c(-c2ccc3ccccc3n2)nc2cnccc21 | 2 | 6 | 8 | 7 | -5 | -27 | 4 | 1 | 17
O=C(NC1CC2CCCC(C1)N2C(=O)NC1CCCCC1)c1ccccc1 (centres undefined) | 12 | 3 | 13 | 9 | -4 | -3 | 11 | 3 | -17
CCOC(=O)C1=C(c2ccccc2)Nc2ncnn2C1c1cccc(OC)c1OC (centres undefined) | 10 | 2 | 13 | 2 | · | 25 | -5 | 2 | 6
CCOCCn1c(SCC(=O)OCc2ccccc2)nc2c1c(=O)[nH]c(=O)n2C | 7 | 0 | 15 | 8 | -6 | 12 | -24 | 4 | 5
Cc1cnc(NC(=O)CN(C)S(=O)(=O)c2ccc(Cl)cc2)s1 | 2 | 7 | 10 | 7 | -5 | -6 | -2 | 0 | 15
O=C(NCc1ccco1)c1ccc(COCC(F)(F)F)cc1 | 8 | -3 | 9 | 12 | 4 | 12 | -6 | 6 | 2
COc1ccccc1S(=O)Cc1ccc(C(=O)O)o1 (centres undefined) | 6 | -1 | 1 | -1 | 7 | 13 | 12 | 6 | 2
COc1ccc(-n2nc3c(c2NC(=O)c2cc(Br)ccc2Cl)CS(=O)C3)cc1 (centres undefined) | 4 | -3 | 4 | -7 | · | -18 | 9 | 2 | 2
CCCCCn1c(S(=O)(=O)O)nc2ccccc21 | 7 | -1 | 1 | -5 | 15 | 3 | 13 | 10 | -18
CCOC(=O)N1CCN(S(=O)(=O)c2cccs2)CC1 | 10 | 2 | -8 | -3 | 5 | -1 | 10 | 10 | 24
CS(=O)(=O)Nc1ccc(C(=O)NC2CCCC2)cc1 | 1 | -2 | 8 | 11 | 13 | -7 | 6 | -3 | 2
CCCOc1cccc(C2/C(=C(/O)c3ccccc3)C(=O)C(=O)N2CCN(C)C)c1 (centres undefined) | 0 | 4 | -10 | 6 | -1 | -27 | 13 | 1 | 14
Cc1ccc(C(CCN)c2ccco2)cc1 (centres undefined) | -3 | 2 | -9 | 4 | 20 | -9 | 17 | 7 | -19
CCOC(=O)CN(C(=O)c1ccccc1)c1ccccc1C | -10 | 3 | 1 | 0 | 1 | -9 | -4 | 2 | -2
Cc1nc2cc(Cl)c(Cl)cc2nc1C | -7 | -3 | -9 | 4 | 23 | -9 | 19 | 5 | 17

15 entries from above, as tab-separated lines.
mol	Cathepsin G inh	CatB mix inh	AP ELISA ortho	FXIa mix inh	CatL inh	C1s block	CatS block	CatB block	FXIIa inh mix
O=C(CSc1ncnc2c1oc1ccccc12)N1CCCc2ccccc21	1	6	26	5	-3	-22	1	-4	5
CCc1ccc(CN2C(=O)CCC2(C)C(=O)NC2CCCC2)cc1 (centres undefined)	7	0	14	8	2	7	-4	5	-18
CC(C)CNS(=O)(=O)c1ccccc1C(=O)N1CCCCC1	9	5	14	3	-4	2	-3	-2	0
CC(C)N(Cc1nc(-c2ccc(Cl)cc2)no1)C(=O)CN(C)S(=O)(=O)c1ccc(Cl)cc1	-2	3	-3	-4	0	-76	15	3	9
CCn1c(CCNC(=O)c2cccs2)nnc1SCC(=O)NC1CCCCC1	-3	-2	-5	-5	13	-9	18	0	3
CCOc1ccc(OCC)c(S(=O)(=O)N2CCCCC2C)c1 (centres undefined)	11	3	5	9	-6	13	-6	-1	4
CC(=O)C1=C(C)N=c2s/c(=C/c3ccc4c(c3)OCO4)c(=O)n2C1c1ccc(N(C)C)cc1 (centres undefined)	2	1	10	5	-2	3	-5	3	-14
Cc1cc(-c2ccccc2)c2nncn2n1	-3	4	7	-3	0	-81	8	0	-1
CCS(=O)(=O)N1CCC(C(=O)NCCCN2CCCC2)CC1	9	4	7	7	18	14	-2	2	4
CCOC(=O)c1sc2nc(C)cc(C)c2c1NC(=O)c1ccco1	6	3	18	0	0	-2	2	3	-12
CCCCC(=O)NC1(C(F)(F)F)C(=O)Nc2c1c(=O)n(C)c(=O)n2C (centres undefined)	12	5	-3	4	-6	12	19	2	12
NC(=O)C1(N2CCCCC2)CCN(C(=O)CCCn2c(=O)[nH]c3ccsc3c2=O)CC1	9	-1	7	5	·	10	7	2	4
CCOc1ccc(NC(=O)CN2C(=O)C3CC=CCC3C2=O)cc1 (centres undefined)	-5	4	-7	-3	5	-3	10	1	-22
[O-]/[N+](=C/c1cccnc1)c1ccc(Br)cc1	-3	7	6	4	12	-6	16	-1	9
CCOC(=O)NC1(NC2CCCCC2)Oc2ccccc2O1	8	3	12	4	19	10	-6	0	2

The listing continues.
SMILES | Cathepsin G inh | CatB mix inh | AP ELISA ortho | FXIa mix inh | CatL inh | C1s block | CatS block | CatB block | FXIIa inh mix
Cc1c(Br)cc(C(=O)NCCCN2CCOCC2)c(C)c1C | 9 | 2 | 14 | 3 | 7 | 1 | -3 | 3 | 13
CN(C1CCS(=O)(=O)C1)S(=O)C12CC3CC(CC(C3)C1)C2 (centres undefined) | 1 | 1 | 7 | -6 | 4 | -2 | -6 | 3 | -11
CCn1cc(C(=O)NCc2ccco2)c(=O)c2cc(S(=O)(=O)N3CCC(C)CC3)ccc21 | 12 | 4 | 7 | -2 | 7 | -1 | -2 | 2 | 8
Cc1ccc(-c2cc(C(F)F)nc(NCc3cccnc3)n2)cc1 | 9 | 3 | 10 | 9 | -4 | 11 | -14 | 1 | 9
c1ccc(CNC2=NCCCCC2)cc1 | -5 | 3 | 20 | 6 | -5 | -74 | -9 | -9 | 5
C=CCn1c(N)c(C(=O)Nc2ccccc2)c2nc3ccccc3nc21 | 9 | 3 | 10 | 2 | 0 | 6 | 8 | 1 | -14

Screening data (PubChem)

A portion of the library. The share of hits here may be higher or lower than overall.
